Compound activity deposited in PubChem by several laboratories.
TLR9-MyD88 block: inhibitors of human TLR9-MyD88 binding; inhibition, % at 4.98 µM; 340,000 compounds, 0.21% hits; Q9NR96+Q99836; CHO BLA complementation TLR9-MyD88, CCF4 FRET ratio; AID 504734;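 active = inhibition above the mean over all tested compounds plus 3 SD, cut at about 21% in these data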;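 also: 0% = DMSO only wells and 100% = clavulanate BLA inhibitor control wells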
TWEAK-Fn14 inh: inhibitors of TWEAK-Fn14 interaction signaling; inhibition, % at 10 µM; AID 1159606; TWEAK-stimulated Fn14 reporter cells, luciferase luminescence, 8 h; 360,000 compounds, 2% hits; in the data active = inhibition above about 50%
NCOA2 inhibitor: human SRC2 (NCOA2) inhibition. HEK293 GAL4-SRC2 luciferase reporter, luminescence. inhibition, % at 9 µM. Q15596. AID 651957. 370,000 compounds, 0.17% hits;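 active = inhibition above the mean inhibition of all tested compounds plus 3 SD, set per campaign, cut at about 52% in these data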;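 also: 0% = DMSO treated cells and 100% = cells given Gossypol at 36 µM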
NR5A2 inv ag: NR5A2 inverse agonism in reporter assay | inhibition, % at 3.6 µM | O00482 | HEK293T StAR-luciferase reporter, LRH-1 transfected, 24 h | 360,000 compounds, 0.13% hits;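 active = inhibition above the mean inhibition of all tested compounds plus 3 SD, cut at about 73% in these data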;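 also: 0% = DMSO wells and 100% = reporter-only cells lacking LRH-1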
TROY NFkB inh: inhibitors of TROY-dependent NF-kB signaling. Q293 LMP1-TROYcd NF-kB luciferase reporter, 4 h. inhibition, % at 10 µM. 360,000 compounds, 0.98% hits;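 active = compounds whose plate-normalised and pattern-corrected inhibition of the luciferase reporter signal at the single screening dose is 50% or more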
NOD2 RIPK2 PPI: inhibitors of human NOD2-RIPK2 interaction; O43353; CHO BLA complementation NOD2-RIPK2, CCF4 ratio; inhibition, % at 4.98 µM; 360,000 compounds, 0.38% hits; AID 624267; in the data active = inhibition above about 21%;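 also: 0% = vehicle only and 100% = reference blocker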
NR2F2 inh: blocks human COUP-TFII nuclear receptor | AID 686940 | 370,000 compounds, 0.7% hits | HEK293T NGFI-A luciferase reporter, luminescence | P24468 | inhibition, % at 8.6 µM;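 active = inhibition above a per-plate cutoff, mean inhibition of test wells between control levels plus 3 SD, cut at about 38% in these data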;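 also: cells cotransfected with COUP-TFII expression vector driving the NGFI-A reporter; 0% = median of COUP-TF2 test wells and 100% = reporter-only cells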
C8 TRAIL sens: sensitizes caspase-8 expressing cells to TRAIL; NB7+C8 cells + TRAIL, ATPlite viability luminescence; inhibition (viability loss, TRAIL sensitization), % at 10 µM; 360,000 compounds, 1% hits; AID 624354;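 active = compounds causing at least 50% loss of cell viability in the single-dose screen, relative to plate controls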
SRC1 inh: inhibits human SRC1 coactivator; HEK293 GAL4-SRC1 luciferase reporter, luminescence; Q15788; 360,000 compounds, 0.12% hits; inhibition, % at 3.6 µM;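 active = inhibition above the campaign mean plus 3 SD, with each screening campaign given its own cutoff, cut at about 60% in these data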;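 also: 0% = DMSO treated cells and 100% = gossypol at 36 µM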
Target sequence (Q15788 whole entry, looked up, the tested form may be a part): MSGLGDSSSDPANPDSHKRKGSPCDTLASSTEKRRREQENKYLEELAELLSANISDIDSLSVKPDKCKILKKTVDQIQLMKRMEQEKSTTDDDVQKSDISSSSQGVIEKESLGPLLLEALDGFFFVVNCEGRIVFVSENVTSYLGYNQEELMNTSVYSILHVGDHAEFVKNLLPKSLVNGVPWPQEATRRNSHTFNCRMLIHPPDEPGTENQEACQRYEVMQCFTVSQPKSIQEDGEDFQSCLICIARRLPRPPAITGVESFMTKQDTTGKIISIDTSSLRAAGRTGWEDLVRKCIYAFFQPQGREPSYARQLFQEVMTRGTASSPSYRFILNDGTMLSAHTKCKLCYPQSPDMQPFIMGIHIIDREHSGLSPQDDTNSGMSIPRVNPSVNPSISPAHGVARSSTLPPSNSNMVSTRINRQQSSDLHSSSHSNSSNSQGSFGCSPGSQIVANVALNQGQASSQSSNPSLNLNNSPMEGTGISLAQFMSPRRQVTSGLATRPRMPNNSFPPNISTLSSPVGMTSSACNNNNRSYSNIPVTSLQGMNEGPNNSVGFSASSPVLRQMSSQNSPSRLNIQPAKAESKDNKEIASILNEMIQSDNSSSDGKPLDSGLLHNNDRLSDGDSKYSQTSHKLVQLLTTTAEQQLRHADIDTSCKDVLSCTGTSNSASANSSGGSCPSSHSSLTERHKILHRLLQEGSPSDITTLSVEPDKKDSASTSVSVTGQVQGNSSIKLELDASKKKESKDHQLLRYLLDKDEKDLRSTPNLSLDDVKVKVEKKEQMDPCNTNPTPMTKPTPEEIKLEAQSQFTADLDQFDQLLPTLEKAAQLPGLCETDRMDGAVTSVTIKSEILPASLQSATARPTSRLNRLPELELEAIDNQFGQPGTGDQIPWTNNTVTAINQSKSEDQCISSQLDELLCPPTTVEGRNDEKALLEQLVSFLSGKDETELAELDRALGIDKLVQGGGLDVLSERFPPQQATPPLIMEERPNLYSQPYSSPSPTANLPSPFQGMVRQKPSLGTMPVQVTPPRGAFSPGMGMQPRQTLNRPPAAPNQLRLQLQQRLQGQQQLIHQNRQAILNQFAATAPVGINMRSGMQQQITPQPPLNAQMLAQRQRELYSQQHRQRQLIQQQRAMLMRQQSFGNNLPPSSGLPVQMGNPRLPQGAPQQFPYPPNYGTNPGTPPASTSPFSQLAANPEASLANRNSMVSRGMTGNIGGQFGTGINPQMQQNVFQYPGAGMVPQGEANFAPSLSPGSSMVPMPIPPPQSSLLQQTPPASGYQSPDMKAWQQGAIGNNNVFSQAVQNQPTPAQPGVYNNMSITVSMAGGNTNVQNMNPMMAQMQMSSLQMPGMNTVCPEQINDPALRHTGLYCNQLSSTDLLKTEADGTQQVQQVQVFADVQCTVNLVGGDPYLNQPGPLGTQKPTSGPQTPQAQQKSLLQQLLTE
LMP1 NFkB inh: Epstein-Barr LMP1 NF-kappaB reporter inhibition; LMP1-induced NF-kappaB luciferase reporter cells, luminescence; inhibition, % at 12.5 µM; 350,000 compounds, 0.69% hits; AID 504558; in the data active = inhibition above about 41%;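 also: 0% = neutral control wells and 100% = reference inhibitor control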
NCOA3 inh: human NCOA3 inhibition. Q9Y6Q9. HEK293 GAL4-SRC3 luciferase reporter, luminescence. inhibition, % at 3.6 µM. 360,000 compounds, 0.17% hits;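 active = inhibition above a per-campaign cutoff, the mean of all compounds plus 3 SD, cut at about 60% in these data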;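 also: 0% = DMSO-treated cells and 100% = gossypol-treated cells at 36 µM; higher means less SRC3-driven luciferase light from the GAL4 reporter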
* hit, by the source's call. This is a subset; count on the stated rates, not on these rows.

COc1cccc(OCC(=O)NC2CCCCCC2)c1 was read as TLR9-MyD88 block -1, TWEAK-Fn14 inh -9, NCOA2 inhibitor -13, NR5A2 inv ag -55, TROY NFkB inh -22, NOD2 RIPK2 PPI -11, NR2F2 inh -5, C8 TRAIL sens 12, SRC1 inh -42, LMP1 NFkB inh -22 and NCOA3 inh -8.
Cc1nc(NCCCN2CCOCC2)c2oc3ccccc3c2n1 was read as TLR9-MyD88 block -9, TWEAK-Fn14 inh 2, NCOA2 inhibitor 1, NR5A2 inv ag 4, TROY NFkB inh 0, NOD2 RIPK2 PPI -7, NR2F2 inh -8, C8 TRAIL sens 3, SRC1 inh -5, LMP1 NFkB inh -6 and NCOA3 inh 0.
Screening O=C(Nc1ccncc1)Nc1ccc(F)cc1F returned TLR9-MyD88 block 8, TWEAK-Fn14 inh 1, NCOA2 inhibitor -25, NR5A2 inv ag 1, TROY NFkB inh -12, NOD2 RIPK2 PPI -7, NR2F2 inh -5, C8 TRAIL sens -11, SRC1 inh -17, LMP1 NFkB inh 1 and NCOA3 inh -5.
For CN1CC(=O)N2[C@H]3c4ccccc4OC[C@@H]3[C@H](c3ccccc3)[C@]2(C)C1=O the results were TLR9-MyD88 block 2, TWEAK-Fn14 inh 17, NCOA2 inhibitor -9, NR5A2 inv ag 20, TROY NFkB inh -4, NOD2 RIPK2 PPI -43, NR2F2 inh -5, C8 TRAIL sens -21, SRC1 inh -8, LMP1 NFkB inh 1 and NCOA3 inh -8.
`NNc1nnc(-c2ccccc2)c(-c2ccccc2)n1` gave TLR9-MyD88 block 6, TWEAK-Fn14 inh 0, NCOA2 inhibitor 11, NR5A2 inv ag 15, TROY NFkB inh -6, NOD2 RIPK2 PPI -13, NR2F2 inh -4, C8 TRAIL sens 0, SRC1 inh -3, LMP1 NFkB inh -10 and NCOA3 inh -1.
`Cc1ccc(-n2cc(C(C)(C)C)[nH]c2=S)cc1` gave TLR9-MyD88 block -3, TWEAK-Fn14 inh -23, NCOA2 inhibitor -19, NR5A2 inv ag -13, TROY NFkB inh -20, NOD2 RIPK2 PPI 1, NR2F2 inh -8, C8 TRAIL sens -3, SRC1 inh -27, LMP1 NFkB inh -2 and NCOA3 inh -22.
Cc1ccc(OCC2Cn3c(nc4c3c(=O)n(C)c(=O)n4C)O2)cc1 (stereo not drawn) was read as TLR9-MyD88 block -6, TWEAK-Fn14 inh 7, NCOA2 inhibitor -8, NR5A2 inv ag -7, TROY NFkB inh -9, NOD2 RIPK2 PPI 2, NR2F2 inh -4, C8 TRAIL sens 6, SRC1 inh 9, LMP1 NFkB inh -22 and NCOA3 inh 28.
Screening CCn1c(CNC(=O)c2ccco2)nnc1SCC(=O)Nc1cc(C(F)(F)F)ccc1Cl returned TLR9-MyD88 block 0, TWEAK-Fn14 inh 7, NCOA2 inhibitor -17, NR5A2 inv ag 6, TROY NFkB inh -18, NOD2 RIPK2 PPI -4, NR2F2 inh 12, C8 TRAIL sens -10, SRC1 inh 5, LMP1 NFkB inh -6 and NCOA3 inh -3.
`C=Cc1ccc2c(c1)OCCOCCOCCOCCOCCO2` gave TLR9-MyD88 block 1, TWEAK-Fn14 inh -4, NCOA2 inhibitor -12, NR5A2 inv ag 10, TROY NFkB inh -1, NOD2 RIPK2 PPI -8, NR2F2 inh 0, C8 TRAIL sens -1, SRC1 inh -1, LMP1 NFkB inh 1 and NCOA3 inh -1.
Screening CCCCCCn1cc(C(=O)O)c(=O)c2ccccc21 returned TLR9-MyD88 block -21, TWEAK-Fn14 inh 4, NCOA2 inhibitor -21, NR5A2 inv ag -2, TROY NFkB inh -9, NOD2 RIPK2 PPI 1, NR2F2 inh 14, C8 TRAIL sens 3, SRC1 inh -8, LMP1 NFkB inh 3 and NCOA3 inh 20.
Screening CCc1ccc2c(CN3CCN(S(=O)(=O)c4cccs4)CC3)cc(=O)oc2c1 returned TLR9-MyD88 block -17, TWEAK-Fn14 inh 18, NCOA2 inhibitor 0, NR5A2 inv ag 34, TROY NFkB inh -3, NOD2 RIPK2 PPI -23, NR2F2 inh -1, C8 TRAIL sens 2, SRC1 inh -1, LMP1 NFkB inh 6 and NCOA3 inh 11.
CCOc1cc(CNn2cnnc2)cc(Br)c1OCC(=O)NC(C)(C)C was read as TLR9-MyD88 block -1, TWEAK-Fn14 inh -4, NCOA2 inhibitor 11, NR5A2 inv ag -5, TROY NFkB inh 2, NOD2 RIPK2 PPI 5, NR2F2 inh 7, C8 TRAIL sens -9, SRC1 inh 9, LMP1 NFkB inh -2 and NCOA3 inh -1.
For CCC(C)c1nc2ccsc2c(N2CCOC2=O)c1-c1ccccc1 (stereo not drawn) the results were TLR9-MyD88 block -3, TWEAK-Fn14 inh 10, NCOA2 inhibitor -7, NR5A2 inv ag 0, TROY NFkB inh 20, NOD2 RIPK2 PPI -8, NR2F2 inh 1, C8 TRAIL sens 11, SRC1 inh 3, LMP1 NFkB inh 3 and NCOA3 inh -29.
`Cc1ccc(C(=O)NC2(C(F)(F)F)NC(=O)N(c3ccc(Cl)cc3)C2=O)cc1` (stereo not drawn) gave TLR9-MyD88 block 2, TWEAK-Fn14 inh 2, NCOA2 inhibitor -6, NR5A2 inv ag -9, TROY NFkB inh -6, NOD2 RIPK2 PPI -19, NR2F2 inh -5, C8 TRAIL sens -8, SRC1 inh 6, LMP1 NFkB inh 6 and NCOA3 inh 13.
Screening COc1ccc([N+](=O)[O-])cc1NC(=O)c1ccc(CN(c2ccc(C)c(C)c2)S(C)(=O)=O)cc1 returned TLR9-MyD88 block -5, TWEAK-Fn14 inh -29, NCOA2 inhibitor 5, NR5A2 inv ag 10, TROY NFkB inh 2, NOD2 RIPK2 PPI -10, NR2F2 inh 14, C8 TRAIL sens 2, SRC1 inh -31, LMP1 NFkB inh -22 and NCOA3 inh 19.
`COC(=O)C[C@H]1CC[C@H](NC(=O)c2cccc(F)c2)[C@@H](CO)O1` gave NCOA2 inhibitor 22, NR5A2 inv ag -2, NOD2 RIPK2 PPI 2, NR2F2 inh 3 and C8 TRAIL sens -6.
For C=C(C)COC(=O)C1CC2OC2CC1C(=O)OCC(=C)C (stereo not drawn) the results were TLR9-MyD88 block -16, TWEAK-Fn14 inh -1, NCOA2 inhibitor -32, NR5A2 inv ag 19, TROY NFkB inh -3, NOD2 RIPK2 PPI -12, NR2F2 inh 5, C8 TRAIL sens 11, SRC1 inh 5, LMP1 NFkB inh -6 and NCOA3 inh 7.
For COc1cc(OC)c(CN2CCC(Cc3ccccc3)CC2)cc1Br the results were TLR9-MyD88 block -2, TWEAK-Fn14 inh 4, NCOA2 inhibitor 5, NR5A2 inv ag 9, TROY NFkB inh 1, NOD2 RIPK2 PPI -8, NR2F2 inh -34, C8 TRAIL sens 17, SRC1 inh 4, LMP1 NFkB inh 15 and NCOA3 inh 4.
`C/C(=N\OC(=O)c1cccc(C)c1)c1sc(-c2ccccc2)nc1C` gave TLR9-MyD88 block 9, TWEAK-Fn14 inh 2, NCOA2 inhibitor -23, NR5A2 inv ag 0, TROY NFkB inh -17, NOD2 RIPK2 PPI -7, NR2F2 inh -33, C8 TRAIL sens 6, SRC1 inh -15, LMP1 NFkB inh -27 and NCOA3 inh -29.
Screening CCCCc1cc(=O)oc2cc(OCC(=O)N[C@@H](Cc3ccccc3)C(=O)O)ccc12 returned TLR9-MyD88 block -16, TWEAK-Fn14 inh 7, NCOA2 inhibitor 3, NR5A2 inv ag 11, TROY NFkB inh -11, NOD2 RIPK2 PPI -4, NR2F2 inh 14, C8 TRAIL sens -1, SRC1 inh 0, LMP1 NFkB inh -5 and NCOA3 inh 2.
`CCOc1ccc(NC(=S)Nc2cccc3cnccc23)cc1` gave TLR9-MyD88 block 4, TWEAK-Fn14 inh 19, NCOA2 inhibitor -16, NR5A2 inv ag 15, TROY NFkB inh -7, NOD2 RIPK2 PPI 3, NR2F2 inh 8, C8 TRAIL sens -4, SRC1 inh -11, LMP1 NFkB inh -19 and NCOA3 inh 2.
`CCOC(=O)C1=C(C)N=c2s/c(=C/c3ccc(OCC(=O)O)cc3)c(=O)n2C1c1ccc(F)cc1` (stereo not drawn) gave TLR9-MyD88 block 2, TWEAK-Fn14 inh 27, NCOA2 inhibitor 8, NR5A2 inv ag 7, TROY NFkB inh 29, NOD2 RIPK2 PPI -4, NR2F2 inh -9, C8 TRAIL sens -2, SRC1 inh 13, LMP1 NFkB inh 7 and NCOA3 inh -3.
`Cc1noc(-c2ccccc2)c1NC(=O)Nc1ccc(Cl)cc1` gave TLR9-MyD88 block 0, TWEAK-Fn14 inh 3, NCOA2 inhibitor 4, NR5A2 inv ag 20, TROY NFkB inh 1, NOD2 RIPK2 PPI 2, NR2F2 inh 10, C8 TRAIL sens -12, SRC1 inh -6, LMP1 NFkB inh 6 and NCOA3 inh 19.
For O=C(COC(=O)c1cccs1)Nc1ccc(F)c(F)c1 the results were TLR9-MyD88 block 0, TWEAK-Fn14 inh -28, NCOA2 inhibitor 3, NR5A2 inv ag -4, TROY NFkB inh -49, NOD2 RIPK2 PPI 1, NR2F2 inh 10, C8 TRAIL sens 9, SRC1 inh -26, LMP1 NFkB inh -2 and NCOA3 inh -6.
C=C1Cn2c(nnc2-c2ccc(Cl)cc2)S1 was read as TLR9-MyD88 block -3, TWEAK-Fn14 inh -5, NCOA2 inhibitor -28, NR5A2 inv ag -14, TROY NFkB inh -17, NOD2 RIPK2 PPI -7, NR2F2 inh 13, C8 TRAIL sens 12, SRC1 inh -15, LMP1 NFkB inh -3 and NCOA3 inh -14.
For C[C@@H]1CN([C@H](C)CO)C(=O)Cc2cc(NC(=O)CCC(F)(F)F)ccc2O[C@@H]1CN(C)S(=O)(=O)c1ccccc1 the results were TLR9-MyD88 block -2, TWEAK-Fn14 inh 0, NCOA2 inhibitor -16, NR5A2 inv ag -1, TROY NFkB inh 1, NOD2 RIPK2 PPI -3, NR2F2 inh 2, C8 TRAIL sens -3, SRC1 inh 5, LMP1 NFkB inh -10 and NCOA3 inh 11.
For CN1CCN(C(=O)c2cnn3c(C(F)F)cc(C4CC4)nc23)CC1 the results were TLR9-MyD88 block 4, TWEAK-Fn14 inh -7, NCOA2 inhibitor -1, NR5A2 inv ag -7, TROY NFkB inh -20, NOD2 RIPK2 PPI -4, NR2F2 inh -8, C8 TRAIL sens 6, SRC1 inh -2, LMP1 NFkB inh -1 and NCOA3 inh -1.
`CC(=O)N1CCN=C1SCc1ccc(Cl)cc1` gave TLR9-MyD88 block -2, TWEAK-Fn14 inh -23, NCOA2 inhibitor -29, NR5A2 inv ag 9, TROY NFkB inh -18, NOD2 RIPK2 PPI -3, NR2F2 inh 3, C8 TRAIL sens 0, SRC1 inh 15, LMP1 NFkB inh 7 and NCOA3 inh 9.
`CCN1C(=O)[C@H]2[C@@H](c3ccc(-c4ccc(OC)cc4)cc3)N[C@@](Cc3ccccc3)(C(=O)OC)[C@H]2C1=O` gave TLR9-MyD88 block -10, TWEAK-Fn14 inh 7, NCOA2 inhibitor -3, NR5A2 inv ag -18, TROY NFkB inh -33, NOD2 RIPK2 PPI 2, NR2F2 inh -13, C8 TRAIL sens -2, SRC1 inh -15, LMP1 NFkB inh -3 and NCOA3 inh -10.
